DENV2 CPE: inhibitors of DENV2 cytopathic effect. CPE inhibition, % at 9.99 µM. actives 1.7% (n = 350,000). DENV2-infected cells, cytopathic effect rescue, plate reader; in the data active means CPE inhibition above about 20%, passing the limit was not always enough; inconclusive means no clear call, values can overlap the other calls; tested in BHK-21 cells;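 further: 0% = median of neutral control wells and 100% = median of positive control wells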
ERAP1 HTS inh: blocks human ERAP1 aminopeptidase activity. AID 652197. inhibition, % at 10.7 µM. actives 0.15% (n = 340,000). recombinant ERAP1, Leu-AMC fluorescence, 60 min;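 active means mean replicate inhibition of at least 30%, or all replicates individually reaching that 30% level; inactive means mean below 30% and not every replicate reaching it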;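 further: 0% = neutral control wells and 100% = L-leucinethiol positive control wells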
miR-122 sensor: blocks miR-122 activity in Huh7 sensor cells; Huh7 miR-122 Renilla luciferase sensor, 48 h; neutral wells = 0, positive control = 100; activation (reporter increase), % at 12.5 µM; actives 0.3% (n = 340,000);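 active means mean replicate activation score at least 90 and every replicate individually at or above 90; inconclusive means only one of the two criteria met; inactive means neither criterion met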;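 further: higher luciferase means less miR-122 activity so hits act as miR-122 inhibitors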
Casp6 inh: caspase-6 (human) enzyme inhibition. purified caspase-6, Z-VEID-R110 cleavage fluorescence. inhibition, % at 12.5 µM. actives 0.53% (n = 350,000). AID 686996;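 active means mean inhibition across replicates at least about 35%, with every replicate also reaching that limit, limit read from the data; inconclusive means only one of the two criteria met; inactive means neither criterion met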;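 further: 0% = median of neutral control wells and 100% = no fluorescence left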
Target sequence (P55212 24-179 limits assumed): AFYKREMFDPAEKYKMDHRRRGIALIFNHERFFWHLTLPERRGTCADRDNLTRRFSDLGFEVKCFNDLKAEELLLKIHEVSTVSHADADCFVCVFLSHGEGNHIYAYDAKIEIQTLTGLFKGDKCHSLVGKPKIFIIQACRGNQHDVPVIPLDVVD
Target sequence (P55212 194-293 limits assumed): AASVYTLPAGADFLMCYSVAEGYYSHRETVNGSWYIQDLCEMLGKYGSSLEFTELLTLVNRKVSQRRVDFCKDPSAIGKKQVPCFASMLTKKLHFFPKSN
CFTR F508del cor: CFTR F508del correction in bronchial cells; CFBE cells, YFP halide quenching; stimulated with forskolin plus potentiator P3; % fluorescence drop versus neutral controls; activity (quench increase), % at 7.58 µM; actives 0.36% (n = 350,000); AID 720511;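 active means mean added fluorescence quench of at least 8% versus neutral control, with both replicates also reaching 8%; inconclusive means only one of the mean or replicate conditions met; inactive means mean below 8% and not both replicates reaching 8%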;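 further: cells transiently co-express mutant CFTR-F508del with the halide-sensitive YFP; corrector assay measuring rescue of mutant channel to the surface after 24 h compound exposure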
SIRT5 block: blocks human SIRT5 desuccinylation of peptide | Q9NXA8 | Purified SirT5, succinyl-peptide AMC, trypsin-coupled fluorescence | inhibition, % at 15 µM | actives 1.1% (n = 330,000) | AID 652115; in the data active means inhibition above about 15%; inconclusive means no clear call, values can overlap the other calls
Target sequence (Q9NXA8 whole entry, looked up): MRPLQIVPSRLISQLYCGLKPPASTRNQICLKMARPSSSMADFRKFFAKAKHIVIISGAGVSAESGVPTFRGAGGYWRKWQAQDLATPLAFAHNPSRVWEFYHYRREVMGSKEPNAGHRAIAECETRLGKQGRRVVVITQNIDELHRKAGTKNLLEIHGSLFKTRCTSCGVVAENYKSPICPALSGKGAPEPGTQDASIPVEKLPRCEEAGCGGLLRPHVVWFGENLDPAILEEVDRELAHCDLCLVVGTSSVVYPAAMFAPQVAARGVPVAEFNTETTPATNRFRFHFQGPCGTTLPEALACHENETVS
ERp5 inh: ERp5 (human) disulfide isomerase inhibition; Q15084; ERp5 insulin aggregation, absorbance 650 nm, 90 min; inhibition, % at 9.99 µM; actives 0.05% (n = 350,000); AID 651711;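 active means mean replicate inhibition above about 25%, with every replicate also reaching it, limit read from the data, passing the limit was not always enough; inconclusive means only one of those two criteria met; inactive means neither criterion met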
* marks the source's active call; other numbers are inactive results; ? = inconclusive; / = not tested or not shown; & = joins results of further samples; [ ] = dose if it differs, or a comment.

Casp6 inh	ERAP1 HTS inh	CFTR F508del cor	SIRT5 block	DENV2 CPE	miR-122 sensor	ERp5 inh	Structure
-2	-4	-2.1	-1	-3	/	-2	C/C=C/c1ccc([C@@H]2[C@@H](C#N)N(c3nc(CC)cs3)[C@H]2CO)cc1
0	0	-1.1	-14	1	/	0	C#CCn1c2ccccc2c(=O)n1C(C)CBr (configuration not stated)
-3	-1	2.4	-3	4	-2	1	COC(=O)[C@]1(Cc2ccccc2)N[C@H](CN(C)S(=O)(=O)c2ccc(-c3ccccc3)cc2)[C@@H]2C(=O)N(Cc3ccccc3)C(=O)[C@@H]21
-3	0	-0.1	1	4	/	2	Cc1c(C=O)c2ccccc2n1CC(=O)O
-3	0	1.8	-1	-5	-5	0	Cc1ccc(OCCC(=O)OCC(=O)Nc2cc(C)nn2-c2ccccc2)cc1
-1	-3	-3.1	-6	4	2	2	CCn1c(SCC(=O)Nc2nccs2)nnc1-c1ccccn1
-1	0	-1.5	-8	-2	-1	7	CC1CCCC(NC(=O)c2ccc3c(c2)OCO3)C1C (configuration not stated)
-2	-2	-4.1	0	-3	-4	4	CC(C)c1nnc(NC(=O)C2CCN(C(=O)Nc3ccccc3)CC2)s1
-1	-2	0.4	-2	-5	-2	-6	C=CCOc1ccc(/C=N/NC(=O)C2CCCC2)cc1OCC
-3	-1	0.0	1	7	/	8	C/C=C/c1ccc([C@H]2[C@@H](CO)N(C(C)=O)C23CN(C(=O)NC2CCCCC2)C3)cc1
-1	0	2.1	-2	-1	/	2	CCOC(=O)N[C@H](C(=O)N1CCC[C@H]1C(=O)NCCc1ccccc1Cl)c1ccccc1
1	-3	2.4	10	-8	2	0	COc1cccc(-c2cc(CNC(=O)[C@H]3O[C@@H](n4cnc5c(N)ncnc54)[C@H](O)[C@@H]3O)no2)c1
-2	-2	6.4	5	1	15[16.7 µM]	-3	O=C(C[C@@H]1C[C@@H]2c3cc(NS(=O)(=O)c4ccc(F)cc4)ccc3O[C@@H]2[C@@H](CO)O1)NCc1ccccc1F
-1	2	-0.9	4	-1	-2[16.7 µM]	4	C[C@@H]1CN([C@@H](C)CO)C(=O)c2cccc(NC(=O)Nc3ccccc3)c2O[C@H]1CN(C)C(=O)Nc1ccc(C(F)(F)F)cc1
3	2	-1.2	-2	-2	/	-3	C[C@H](CO)N1C[C@H](C)[C@@H](CN(C)Cc2ccc3c(c2)OCO3)Oc2c(NC(=O)CCCCCC(=O)Nc3ccccc3N)cccc2C1=O

Fetched by structure from the list above, four records:
Casp6 inh	ERAP1 HTS inh	CFTR F508del cor	SIRT5 block	DENV2 CPE	miR-122 sensor	ERp5 inh	Structure
-3	0	1.8	-1	-5	-5	0	Cc1ccc(OCCC(=O)OCC(=O)Nc2cc(C)nn2-c2ccccc2)cc1
-3	0	-0.1	1	4	/	2	Cc1c(C=O)c2ccccc2n1CC(=O)O
-2	-2	6.4	5	1	15[16.7 µM]	-3	O=C(C[C@@H]1C[C@@H]2c3cc(NS(=O)(=O)c4ccc(F)cc4)ccc3O[C@@H]2[C@@H](CO)O1)NCc1ccccc1F
-2	-2	-4.1	0	-3	-4	4	CC(C)c1nnc(NC(=O)C2CCN(C(=O)Nc3ccccc3)CC2)s1

More records
Casp6 inh	ERAP1 HTS inh	CFTR F508del cor	SIRT5 block	DENV2 CPE	miR-122 sensor	ERp5 inh	Structure
1	2	/	-2	-2	/	-2	Cc1cccc(NC(=S)N(C)C)c1C
-1	-2	-0.7	2	-5	0	5	O=C(N/N=C/c1ccc(-c2cccc([N+](=O)[O-])c2)o1)c1ccccc1O
1	-2	1.6	0	1	/	2	COc1ccccc1NS(=O)(=O)c1ccc2nc(CCl)[nH]c2c1
0	-1	2.8	-1	-8	5	2	COc1ccc(S(=O)(=O)N2CCC(C(=O)N3CCOCC3)CC2)cc1Cl
-1	3	0.0	-7	-3	2[16.7 µM]	2	CN1C(=O)c2cc(NC(=O)c3cccc(C(F)(F)F)c3)ccc2OC[C@H]2O[C@@H](CC(=O)NCCN3CCCC3)CC[C@H]21
0	2	2.7	0	-7	5	1	Cc1ccc(C(=O)N2CCCC2)cc1S(=O)(=O)N1CCOCC1
-1	-1	-0.6	-5	4	-11	2	Nc1nn(-c2ccccc2)nc1C(=O)OCc1ccccc1
1	0	4.8	1	-14	/	1	N#C[C@@H]1[C@@H](c2ccc(-c3ccncc3)cc2)[C@@H](CO)N1C(=O)C1CCC1
0	5	-11	6	15	/	0	N#C[C@@H]1N[C@H](CO)[C@H]1c1ccc(C#CC2CCCCC2)cc1
-4	7	-1.0	5	8	/	1	COc1ccc(C(=O)C2CCCN(Cc3cnc(N4CCOCC4)s3)C2)c(OC)c1 (configuration not stated)
0	0	-3.0	-4	/	-5[16.7 µM]	-4	COc1ccc(S(=O)(=O)N2C[C@@H](O)COC[C@H]3O[C@@H](CC(=O)N[C@H]4CCN(Cc5ccccc5)C4)CC[C@@H]32)cc1
0	1	-2.5	-6	-2	-6	-2	CC(C)c1ccc(NC2CCCN(C(=O)c3ccco3)C2)cc1 (configuration not stated)
0	0	3.0	-1	-6	4[16.7 µM]	5	COC(=O)[C@H]1[C@H](CO)[C@H]2Cn3c(ccc(-c4cccnc4)c3=O)[C@H]2N1Cc1ccccc1F
-1	0	-2.2	-3	-2	1	-2	O=C(CSc1nnc(-c2ccccc2Br)o1)N1CCOCC1
2	1	0.2	-3	-13	/	-7	O=C(O)C[C@H]1C[C@H]2c3cc(NC(=O)Cc4ccncc4)ccc3O[C@H]2[C@H](CO)O1
2	1	-0.4	-8	2	-5	11	CC(=O)c1cccc(NC(=O)CCNC(=O)c2ccccc2Cl)c1
-2	0	-2.5	/	-4	/	0	c1ccc(Nc2nnc(-c3ccc4c(c3)OCO4)o2)cc1
2	1	-0.9	1	-8	11	2	Cn1c(SCC(=O)N2CCCC2=O)nnc1-c1ccccc1F
6	2	/	0	52*	/	3	CO[C@@H]1CC[C@H]2CCN(C)C(=O)C[C@H](c3ccccc3)CN(C)C(=O)c3cc(C#N)ccc3OC[C@@H]1O2
-14	0	-0.1	-2	2	-5	5	COc1ccc(NC(=O)C2C3C=CC4(O3)C2C(=O)N(CCCN2CCCC(C)C2)C4C(=O)NC2CCCCC2)cc1 (configuration not stated)
-1	0	0.3	0	2	/	-8	C[C@@H]1C=C(C(=O)N2CCN(Cc3ccc4c(c3)OCO4)CC2)O[C@H](OCc2ccc(CO)cc2)C1
0	0	-0.7	2	15	20[16.7 µM]	2	C[C@@H]1CN([C@@H](C)CO)C(=O)c2cccc(NC(=O)C3CC3)c2O[C@H]1CN(C)CC1CC1
4	-4	0.9	3	-3	/	-4	O=C(CC1CC1)N1CC(=O)N2[C@H](CO)[C@H](c3ccc(C#Cc4cccc(F)c4)cc3)[C@@H]2C1
-1	-6	0.4	0	-3	1	-3	Cc1ccc(C)c(N(CC(=O)NC2CCCC2)C(=O)CCC(=O)Nc2nccs2)c1
-24	-1	-5.2	2	1	0	5	Cc1cc(C)cc(OC(C)C(=O)NCCCn2ccnc2)c1 (configuration not stated)
0	1	-1.2	-1	/	/	1	CCOC(=O)N1CCN(C(=O)COc2ccc(Cl)cc2)CC1
4	5	-0.8	-1	0	/	-104	c1ccc2c(c1)nc(N1CCOCC1)c1ccccc12
0	-6	-3.3	-1	3	4	2	Cc1ccc(/C=C/C(=O)O)cc1S(=O)(=O)Nc1ccc2c(c1)OCO2
0	-1	-0.1	1	-4	/	-2	COc1ccc2c3c([nH]c2c1)[C@H](CO)N(C(=O)Nc1ccc(F)cc1)CC31CN(Cc2nccs2)C1
-1	1	-1.1	-1	-5	/	/	Cc1ccsc1/C=N/NC(=O)CN1CCN(Cc2ccccc2)CC1
4	-2	-1.5	-6	9	-3	-3	COc1ccc(-c2csc(N3CCC(C(N)=O)CC3)n2)cc1
7	1	2.0	2	4	-4	2	O=C(NCc1cccnc1)c1nn2cccnc2c1Cl
-3	-2	0.9	0	-3	-8	/	CCC(C)c1ccccc1N1CC(C(=O)NCCCn2nc(C)cc2C)CC1=O (configuration not stated)
-3	6	-3.2	3	8	0	0	Clc1ccccc1CSc1ncccn1
-3	-3	-1.1	-4	-3	66	-5	O=C(NCC1COc2ccccc2O1)c1cccc(S(=O)(=O)N2CCCCC2)c1 (configuration not stated)
3	1	-1.3	0	-1	12	-3	Cc1ccc(S(=O)(=O)N(C)C)cc1NC(=O)CSc1ccc2c(c1)OCCO2
-2	2	0.4	4	-5	/	0	CO[C@@H]1CN(C)C(=O)c2cc(NC(=O)Nc3ccccc3F)ccc2OC[C@H](C)N(C(C)=O)C[C@H]1C
-3	-3	-0.3	-4	10	4	-9	CCOC(=O)C1CCCN(C(=O)C2CCN(S(=O)(=O)N3CCC4(CC3)OCCO4)CC2)C1 (configuration not stated)
5	3	/	-2	/	/	4	CN=C1SC(CC(=O)Nc2sc3c(c2C#N)CCCC3)C(=O)N1C (configuration not stated)
-2	2	-0.6	1	4	3	0	O=C(CSc1cccc[n+]1[O-])NN(c1ccccc1)c1ccccc1
-3&16	3&5	-4.7	1	?	/	13&2	CN1CCN(Cc2nc3ccccc3c(=O)n2Cc2nc(-c3ccc4ccccc4c3)cs2)CC1
-2	2	-3.2	2	-1	0	1	Cc1cccc(N(C)S(=O)(=O)c2cc3c(cc2C)n(C)c(=O)c(=O)n3C)c1
0	3	/	0	-2	-5	?	O=C(CCSCc1cccc(Cl)c1)NCCc1ccccc1
0	4	-1.6	8	76*	22[16.7 µM]	-2	C[C@@H]1CN([C@H](C)CO)C(=O)c2cccc(NC(=O)Nc3ccccc3)c2O[C@@H]1CN(C)Cc1ccc(Cl)c(Cl)c1
-1	-7	0.3	-1	1	2	0	Cc1ccc(NC(=O)c2ccc(Oc3ncccn3)cc2)cc1
1	4	3.1	-1	4	/	-1	CSc1nsc(SCC(=O)Nc2ccc(F)cc2)n1
0	2	-0.6	-3	9	-1	-2	O=C(COc1cc(Cl)ccc1Cl)N1CCNC1=O
-3&0	-2	-0.3&-0.7&1.0	3&-3	?	-3[16.7 µM]	4&-7	Cc1ccccc1S(=O)(=O)N(C)C[C@H]1OCc2cn(nn2)CCCC(=O)N([C@H](C)CO)C[C@@H]1C
-1	-2	-2.6	-1	-1	-1	1	CCC(CC)NC(=O)c1cccc(Br)c1
1	0	0.6	-5	2	/	5	Cc1ccc(NC(=O)Nc2nnc(-c3ccccc3F)s2)cc1
-1	1	-1.8	2	2	6[16.7 µM]	0	O=C(C[C@@H]1C[C@@H]2c3cc(NC(=O)C4CCOCC4)ccc3O[C@@H]2[C@H](CO)O1)NCCc1ccccc1
26	35*	-1.8	53*	-7	-7	11	COc1ccc(C=C2SC(=S)N(CCCC(=O)Nc3ccc(C(=O)O)c(O)c3)C2=O)cc1OC
-3	0	-1.0	/	0	-4	3	CC(=O)Nc1ccc(NC(=O)CSc2nc(=O)n(CCCN3CCOCC3)c3c2CCC3)cc1

Bioassay records from PubChem BioAssay.
